FUS suppressor: FUS proteinopathy suppression in yeast. S. cerevisiae FUS-expressing, growth rescue, OD600, 24 h. Potency, µM (doses to about 76.6 µM), without a hit: at the top dose growth rescue (activation), hits mostly activators. 0.24% of 390,000 active. AID 1347120;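 note: plate controls were DMSO vehicle for no effect and reference control for full effect; nearly all actives have a fitted effect of over 55% in size; some results filed as inactive show a strong effect at the top dose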
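Cultures pregrown in 2.5% raffinose medium are shifted to minimal medium containing 2% galactose to express toxic FUS. Compounds are tested at several concentrations. After 24hr at 30C, growth is quantified at 600 nm absorbance.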
aSyn yeast inh: rescues yeast growth from alpha-synuclein toxicity. Yeast expressing alpha-synuclein, growth rescue, BacTiter-Glo, 24 h. Potency, µM (top dose mostly 46.1 µM), for inactives: at the highest dose growth rescue (activation), most hits filed as activators. 0.14% of 370,000 active. AID 652106; note: % of control where 0% means no effect; nearly all actives have a fitted effect of over 65% in size
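Rescue of yeast growth: cells expressing toxic alpha-synuclein, induced in galactose at OD600 0.02, incubated with compound 24 h at 30 C. ATP luminescence quantified growth; inhibitors of toxicity appear as activators.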
EPAC2 ag: EPAC2 (human) agonism | 0.079% of 360,000 active | AID 720711 | EPAC2 activation, biochemical qHTS; response scale: 100% = 6.5 mM cAMP response | Potency, µM (highest dose often 154 µM), for inactives: at the top dose activation, most hits filed as activators | Q8WZA2; note: nearly all actives have a fitted effect of over 50% in size
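Exchange assay: 100 nM EPAC2 with 250 nM Rap1B-BODIPY-GDP and 50 uM GDP. Fluorescence (ex 480/em 540 nm) read every 5 min for 30 min at room temperature. Data normalized to 6.5 mM cAMP as agonist control.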
PTHR1 ag: PTHR1 (human) receptor agonism; Potency, µM (top dose mostly 115 µM), for the others: top-dose activation, usual class: activators; Q03431; AID 743266; HEK293 GP2 PTHR1 cells, GloSensor cAMP luminescence, 1 h; 0.075% of 410,000 active; note: nearly all actives have a fitted effect of over 55% in size; some results filed as inactive show a strong effect at the top dose; inactives centre near -15; many of its hits are not listed in these tables
Target sequence (Q03431 whole entry, looked up): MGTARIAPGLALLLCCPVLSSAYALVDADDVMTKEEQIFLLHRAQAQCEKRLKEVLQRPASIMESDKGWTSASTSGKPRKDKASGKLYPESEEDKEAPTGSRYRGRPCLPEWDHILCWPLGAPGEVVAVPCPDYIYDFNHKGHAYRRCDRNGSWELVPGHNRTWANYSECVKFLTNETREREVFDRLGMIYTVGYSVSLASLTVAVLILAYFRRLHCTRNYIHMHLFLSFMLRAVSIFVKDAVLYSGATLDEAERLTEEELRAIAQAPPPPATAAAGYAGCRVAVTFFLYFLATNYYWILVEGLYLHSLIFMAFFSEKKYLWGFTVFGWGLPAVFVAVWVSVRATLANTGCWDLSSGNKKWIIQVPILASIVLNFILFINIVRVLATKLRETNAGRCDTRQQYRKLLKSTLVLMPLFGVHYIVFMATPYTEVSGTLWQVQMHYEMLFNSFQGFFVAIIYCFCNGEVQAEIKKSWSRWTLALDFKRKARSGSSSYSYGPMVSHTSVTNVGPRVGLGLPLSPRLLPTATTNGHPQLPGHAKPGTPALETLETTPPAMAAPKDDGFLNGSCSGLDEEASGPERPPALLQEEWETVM
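HEK-293-derived GP2 cells expressing PTHR1 and a GloSensor cAMP reporter, 3,000/well, plated overnight, given luciferin plus IBMX (each 0.5 mM as added) for 1 h at 37 °C, then compound for 1 h at 37 °C. Luminescence was read after 15 min at room temperature.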
EPAC1 ag: EPAC1 (human) agonism; EPAC1 agonist qHTS, biochemical assay; response scale: 100% = response to 6.5 mM cAMP; 0.073% of 360,000 active; O95398; Potency, µM (top dose mostly 154 µM), inactives show at the top dose activation, hits mostly activators; note: nearly all actives have a fitted effect of over 60% in size
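Compounds were pinned as a concentration titration into mixtures of EPAC1 (100 nM), BODIPY-GDP-loaded Rap1B (250 nM) and GDP (50 uM). After 5 min at room temperature, fluorescence was followed for 30 min; activity was scaled to 6.5 mM cAMP.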
TDP-43 yeast inh: rescues yeast growth from TDP-43 toxicity; AID 652104; Potency, µM (top dose mostly 46.1 µM), for inactives: at the highest dose growth rescue (activation), most hits filed as activators; 1.8% of 410,000 active; TDP-43 expressing yeast growth rescue, BacTiter-Glo, 24 h; note: % of control where 0% means no effect; nearly all actives have a fitted effect of over 50% in size
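Yeast expressing TDP-43 (pregrown in raffinose, seeded at OD600=0.02 in galactose medium) exposed to compounds 24 hr at 30 deg C. Growth read by BacTiter-Glo luminescence; rescue of toxicity appears as increased signal.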
EPAC2 antagonist: antagonists of human EPAC2 | Q8WZA2 | EPAC2 GEF exchange of Rap1B-BODIPY-GDP, fluorescence | Potency, µM (series often up to 114 µM), without a hit: at the highest dose activity, negative = inhibition, usual class: inhibitors | 0.18% of 360,000 active; note: % is set by controls: 0 for no effect and ±100 for the full control effect; nearly all actives have a fitted effect of over 45% in size; many of its hits are not listed in these tables
EPAC1 antag: EPAC1 (human) antagonism | EPAC1 GEF assay, Rap1b-BODIPY-GDP exchange fluorescence | Potency, µM (doses to about 115 µM), for inactives: at the highest dose activity change, negative = inhibition, hits mostly inhibitors | 0.14% of 360,000 active;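 note: plate controls were vehicle for no effect and positive control for full effect; nearly all actives have a fitted effect of over 50% in size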
An asterisk follows results filed as active; i = inactive; ? = inconclusive; . = not tested or not shown; [ ] = dose if it differs, or a comment. Calls come from the whole dose curve; as a rule, active = well fitted curve in the direction sought with a large enough effect; inconclusive = small, poorly fitted or top-dose-only effect, or another doubt; inactive = no such curve, though single readings can be large; an effect the other way counts as inactive or inconclusive. Potency is the fitted concentration of half-maximal effect. A portion of the library; the hit share may differ from the screen's.

SMILES	FUS suppressor	aSyn yeast inh	EPAC2 ag	PTHR1 ag	EPAC1 ag	TDP-43 yeast inh	EPAC2 antagonist	EPAC1 antag
CC(Cc1nnc(N)s1)c1ccccc1 (configuration not stated)	-36%	1%	6%	-10%	-6%	13%	2%	-19%
O=C(CSc1nc2c(cnn2-c2ccccc2)c(=O)[nH]1)N1CCOCC1	0%	0%	-4%	i	0%	-5%	0%	-12%
CC1(C(=O)Nc2cccc3c2CCCC3)CCN1C(=O)CCC1CCCC1 (configuration not stated)	21%	?	3%	-46%[inhibitor]	-17%	?	7%	-14%
CN1CCN(C(=O)c2ccc3ccccc3c2)CC1	12%	2%	1%	i	11%	28%	2%	-4%
CCOC(=O)Cc1csc(NC(=O)Nc2cccs2)n1	11%	3%	17%	-19%	11%	-8%	1%	-1%
CCN(C[C@H]1N[C@@](Cc2ccccc2)(C(=O)OC)[C@H]2C(=O)N(C)C(=O)[C@@H]12)S(=O)(=O)c1ccc(OC)cc1	?	-5%	11%	-19%	2%	18%	-8%	-14%
CCOc1cc(Cl)c(S(=O)(=O)NCc2ccccn2)cc1Cl	-5%	-1%	7%	-20%[57.5 µM]	13%	5%	3%	11%
CSCCC(NC(=O)c1ccccc1Br)C(=O)N1CCCC(C(F)(F)F)C1 (configuration not stated)	8%	1%	-4%	i	-1%	-14%	0%	4%
CCn1cc(/C=N/NC(=O)c2ccc(C#N)cc2F)c2ccccc21	25%	0%	4%	i	7%	0%	1%	-1%
Cc1ccc(-c2nc(SC(C)C(=O)N3CCOCC3)n[nH]2)cc1 (configuration not stated)	30%	1%	7%	i	4%	13%	3%	-22%
CC(C)CC(=O)NC(=S)NCc1ccccc1	34%	-9%	20%	i	2%	?	12%	0%
Cn1cccc1/C=N/NC(=O)C(O)c1ccccc1 (configuration not stated)	-23%	-1%	1%	i	11%	0%	7%	3%
Cc1ccc(-c2csc3nc[nH]c(=O)c23)c(C)c1	2%	5%	1%	i	-3%	5%	-3%	-1%
Cc1nnsc1Sc1ccccc1C(=O)O	-4%	-1%	13%	-11%	11%	-10%	-4%	-8%
O=C(O)c1cc2c(ncc3c(=O)n(-c4ccccc4)[nH]c32)s1	-14%	-5%	1%	-12%	-14%	0%	-10%	-11%
CC(=O)Nc1cccc(-c2nnc(-c3ccccc3)o2)c1	-4%	-1%	-10%	-21%	8%	9%	-3%	-10%
CCOC(=O)C1CCCN(C(=O)C2CCN(S(=O)(=O)c3ccc4ccccc4c3)CC2)C1 (configuration not stated)	40%	-6%	7%	-32%[inhibitor]	0%	19%	1%	7%
N=c1c(S(=O)(=O)c2ccc(Cl)cc2)cc2c(=O)n3ccccc3nc2n1Cc1ccco1	51%	-2%	14%	-22%	-9%	-26%	-4%	-18%
Cc1nnc(NC(=O)CSC2=NN3CCCC(=O)N=C3S2)s1	17%	-7%	2%	-3%	17%	-20%	9%	-29%
O=C(c1ccc(-c2ccccc2)cc1)N1CCN(c2ccccc2F)CC1	34%	-3%	29%	-86%[inhibitor]	21%	?	-4%	-1%
COCCCNC(=S)N/N=C/c1ccc(OC)c(Br)c1	?	-3%	12%	i	-3%	4%	13%	-11%
COC(=O)c1sc(NC(=O)COc2ccc(OC)cc2)nc1C	.	-1%	-8%	i	-9%	20%	-11%	-3%
O=C1NCCSC1c1ccccc1 (configuration not stated)	2%	-2%	10%	i	7%	-1%	-5%	1%
CCOC(=O)c1cc(NC(=O)N(C(C)C)C2CCCCC2)c(C)nc1C	12%	-5%	5%	-16%	3%	-24%	-6%	-5%
O=C(C1=C(O)C(=O)N(CCCN2CCOCC2)C1c1ccc(Cl)cc1)c1cc2ccccc2o1 (configuration not stated)	32%	6%	-1%	i	4%	3%	-6%	-9%
Further structures follow.
SMILES	FUS suppressor	aSyn yeast inh	EPAC2 ag	PTHR1 ag	EPAC1 ag	TDP-43 yeast inh	EPAC2 antagonist	EPAC1 antag
Cc1ccc(NC(=O)CCNS(=O)(=O)c2ccc3[nH]c(=O)oc3c2)cc1N(C)C	5%	-3%	0%	-21%	9%	18%	2%	14%
Cc1ccccc1/C=C/c1cc[n+](C)cc1	-32%	6%	3%	-12%	0%	14%	7%	-15%
CCOC(=O)c1c(C)nc(-c2ccccc2)nc1NC(C)=O	-8%	4%	-1%	-9%	-4%	7%	-10%	-16%
CCC(=O)NCCc1c[nH]c2ccccc12	-10%	5%	3%	i	4%	6%	-2%	-1%
N#Cc1cccc(NC(=O)CSc2cccc[n+]2[O-])c1	9%	1%	-2%	-20%	-4%	-6%	7%	-7%
CC(=O)c1c(C)oc2ccc(O)c(CN3CCOCC3)c12	9%	-13%	-2%	i	6%	14%	7%	-1%
CCc1nc2ccccc2n1CC(=O)OCC(=O)N(CC(C)C)c1c(N)n(Cc2ccccc2)c(=O)[nH]c1=O	5%	2%	0%	i	2%	26%	-19%	-1%
Cc1ccccc1S(=O)(=O)Nc1nc2ccccc2nc1N1CCOCC1	-2%	4%	-1%	-11%	1%	18µM*	3%	1%
Cc1nnc2n(-c3ccccc3)c(=O)c3c4c(sc3n12)COC(C(C)C)C4 (configuration not stated)	-4%	1%	0%	i	-3%	9%	10%	0%
CCc1ccc(CN(C)C(=O)c2cc(S(=O)(=O)N3CCOCC3)ccc2N2CCCC2)cc1	20%	0%	1%	-14%	14%	-9%	0%	6%
O=C(COC(=O)c1ccncc1)Nc1ccccc1	-2%	6%	8%	i	1%	9%	18%	4%
O=C(O)c1nn2c(c1Br)NC(c1ccccc1)CC2C(F)(F)F (configuration not stated)	-28%	20%	9%	i	0%	-5%	9%	-4%
CCN(CC)S(=O)(=O)c1ccc(N2Cc3ccccc3C2=N)cc1	0%	-3%	5%	-25%	-4%	14%	5%	2%
CC(=O)c1c(C)[nH]c(C(=O)OCC(=O)NCCc2ccc(F)cc2)c1C	-1%	3%	-8%	-27%	-8%	8%	-5%	4%
O=[N+]([O-])c1cc(N=Nc2ccc3ccccc3c2)ccc1O	-15%	-10%	2%	-34%[inhibitor]	3%	-1%	3%	-2%
Nc1sc(-c2ccccc2)cc1C(=O)NCCN1CCOCC1	-4%	0%	1%	-7%	10%	15%	3%	-4%
C=CCOC(=O)C(C#N)c1nc2ccccc2nc1N1CCC(C(=O)OCC)CC1 (configuration not stated)	18%	1%	-10%	i	-7%	1%	0%	-3%
Cc1cc(Cl)ccc1OCC(=O)OCC(=O)Nc1ccc(F)c([N+](=O)[O-])c1	?	-12%	22%	i	7%	-39%[inhibitor]	7%	-5%
NNC(=S)Nc1cccc(Cl)c1	-14%	-9%	16%	i	10%	9%	2%	4%
CCCS(=O)(=O)N1CCCC(C(=O)N2CCOCC2)C1 (configuration not stated)	5%	6%	-1%	i	-4%	6%	7%	0%
CCn1cc([N+](=O)[O-])c(C(=O)Nc2ccc(Br)cn2)n1	23%	0%	4%	-1%	4%	-4%	-1%	-2%
O=C(NCc1ccccc1)C1c2ccccc2OCC(=O)N1CCc1ccccc1 (configuration not stated)	7%	-1%	9%	i	-1%	22%	7%	-1%
COC(=O)c1c(NC(=O)Cc2ccccc2)sc2c1CCN(C(C)C)C2	-16%	-4%	3%	i	-8%	13%	13%	0%
CC(C)Cn1cc(NC(=O)N2CCN(c3cccc(C(F)(F)F)c3)CC2)c2ccccc2c1=O	?	-2%	.	-10%	.	14%	.	.
FC(F)(F)c1ccc(NC2=NCCC2)cc1	-34%	-7%	6%	i	4%	16%	9%	-8%
CCN1C(=O)c2cccc3c(S(=O)(=O)N(C(=O)c4cccnc4)c4ccc(OC)cc4)ccc1c23	10%	-2%	19%	-83%[inhibitor]	19%	-12%	-15%	14%
Cc1nnc(NC(=O)CCN2C(=O)/C(=C\c3ccccc3)SC2=S)s1	-10%	8%	-7%	i	-8%	-4%	2%	-14%

13 compounds out of the list, ordered by count of non-hydrogen atoms, ascending.
SMILES	FUS suppressor	aSyn yeast inh	EPAC2 ag	PTHR1 ag	EPAC1 ag	TDP-43 yeast inh	EPAC2 antagonist	EPAC1 antag
NNC(=S)Nc1cccc(Cl)c1	-14%	-9%	16%	i	10%	9%	2%	4%
FC(F)(F)c1ccc(NC2=NCCC2)cc1	-34%	-7%	6%	i	4%	16%	9%	-8%
O=C(COC(=O)c1ccncc1)Nc1ccccc1	-2%	6%	8%	i	1%	9%	18%	4%
N#Cc1cccc(NC(=O)CSc2cccc[n+]2[O-])c1	9%	1%	-2%	-20%	-4%	-6%	7%	-7%
CC(=O)c1c(C)oc2ccc(O)c(CN3CCOCC3)c12	9%	-13%	-2%	i	6%	14%	7%	-1%
Nc1sc(-c2ccccc2)cc1C(=O)NCCN1CCOCC1	-4%	0%	1%	-7%	10%	15%	3%	-4%
CCN(CC)S(=O)(=O)c1ccc(N2Cc3ccccc3C2=N)cc1	0%	-3%	5%	-25%	-4%	14%	5%	2%
Cc1nnc(NC(=O)CCN2C(=O)/C(=C\c3ccccc3)SC2=S)s1	-10%	8%	-7%	i	-8%	-4%	2%	-14%
CC(=O)c1c(C)[nH]c(C(=O)OCC(=O)NCCc2ccc(F)cc2)c1C	-1%	3%	-8%	-27%	-8%	8%	-5%	4%
Cc1ccccc1S(=O)(=O)Nc1nc2ccccc2nc1N1CCOCC1	-2%	4%	-1%	-11%	1%	18µM*	3%	1%
Cc1ccc(NC(=O)CCNS(=O)(=O)c2ccc3[nH]c(=O)oc3c2)cc1N(C)C	5%	-3%	0%	-21%	9%	18%	2%	14%
O=C(NCc1ccccc1)C1c2ccccc2OCC(=O)N1CCc1ccccc1 (configuration not stated)	7%	-1%	9%	i	-1%	22%	7%	-1%
CCc1ccc(CN(C)C(=O)c2cc(S(=O)(=O)N3CCOCC3)ccc2N2CCCC2)cc1	20%	0%	1%	-14%	14%	-9%	0%	6%

From PubChem
